# From PubChem
# RAD54 branch: RAD54 (human) branch migration inhibition | Q92698 | RAD54 Holliday junction branch migration, FAM/BHQ fluorescence | inhibition, % at 10.4 µM | actives 0.14% (n = 360,000) | AID 602329;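 active = mean normalized replicate activity at least 40 and at least half of replicates scoring 40 or more; inconclusive = only one of the two criteria met; inactive = mean below 40 and under half of replicates reaching 40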;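 note: 0% = median of neutral control wells and 100% = median of positive control wells; inhibitors cause a drop in the FAM fluorescence signal; in these data hits start at about 50%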
# Target sequence (Q92698 whole entry, looked up): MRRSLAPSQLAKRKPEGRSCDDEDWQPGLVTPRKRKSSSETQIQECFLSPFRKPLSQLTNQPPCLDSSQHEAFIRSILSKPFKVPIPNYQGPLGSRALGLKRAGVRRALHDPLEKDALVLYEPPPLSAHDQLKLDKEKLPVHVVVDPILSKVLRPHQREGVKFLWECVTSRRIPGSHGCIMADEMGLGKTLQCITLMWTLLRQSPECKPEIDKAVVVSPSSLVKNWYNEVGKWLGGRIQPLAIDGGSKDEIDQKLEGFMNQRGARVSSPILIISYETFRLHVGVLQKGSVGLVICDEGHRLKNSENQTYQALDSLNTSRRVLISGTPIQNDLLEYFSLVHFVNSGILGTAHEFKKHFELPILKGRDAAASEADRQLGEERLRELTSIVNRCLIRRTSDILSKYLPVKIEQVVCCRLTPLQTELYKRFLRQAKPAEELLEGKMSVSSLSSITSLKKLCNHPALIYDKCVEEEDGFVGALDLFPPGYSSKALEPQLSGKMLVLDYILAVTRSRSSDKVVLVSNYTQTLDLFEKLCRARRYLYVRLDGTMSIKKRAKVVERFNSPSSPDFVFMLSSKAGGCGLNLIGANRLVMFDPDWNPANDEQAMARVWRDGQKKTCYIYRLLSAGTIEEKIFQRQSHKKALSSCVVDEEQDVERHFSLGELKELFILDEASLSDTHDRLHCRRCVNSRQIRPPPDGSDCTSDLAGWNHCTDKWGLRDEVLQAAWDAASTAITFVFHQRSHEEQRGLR
# An asterisk follows results filed as active; u = inconclusive. Not all compounds are listed (hit frequency here may not be typical).
SMILES,RAD54 branch
COc1cc2[nH]c3c(=O)n(CCN(C(C)C)C(C)C)cnc3c2cc1OC,u
O=[N+]([O-])c1ccc(N2CCCCCC2)c(S(=O)(=O)N2CCCCC2)c1,16
O=C(Nc1nccs1)c1cc(S(=O)(=O)N2CCOCC2)ccc1Cl,6
Nn1c(SC/C=C/c2ccccc2)nnc1-c1cccnc1,6
Cc1ccc(S(=O)(=O)CCC(=O)OCC(=O)Nc2cc(C)on2)cc1,-7
c1ccc2c(c1)ncn2CCN1CCCCC1,3
COCc1[nH][nH]c(=O)c1C=Nc1ccc(F)cc1F,4
COc1ccccc1-n1cnc(N)c1C(=O)c1ccccc1,-9
CCCn1c(SCC(=O)Nc2nc3c(s2)CCCC3)nc2c1c(=O)n(C)c(=O)n2C,2
Oc1ccc2ccccc2c1/C=N/n1cnnc1,9
Cc1ccc(C(=O)/C=C2\NCCNC2=O)cc1,2
CN1c2ccsc2C(O)=C(C(=S)Nc2ccc(F)c(Cl)c2)S1(=O)=O,-18
O=C(C1=C(O)C(=O)N(CCOCCO)C1c1cccs1)c1cccs1 (stereo unspecified),7
Cc1ccc(S(=O)(=O)N(CC(=O)NCCSCc2ccco2)c2cc(C)ccc2C)cc1,-1
O=C(CCN1c2ccccc2Sc2ccccc21)Nc1ccccc1,0
CCOC(=O)CSc1nnc(CNc2cccc(Cl)c2)n1C,-26
O=C(NC1CCCCCC1)C1c2ccccc2C(=O)N1CCCN1CCOCC1 (stereo unspecified),8
COc1ccc(S(=O)(=O)N(CC(=O)O)c2ccccn2)cc1,-8
COc1ccccc1N1CCN(C(=O)C2CCC(Cn3c(=S)[nH]c4ccccc4c3=O)CC2)CC1 (stereo unspecified),-4
Fc1cccc(Cl)c1Cn1nnc2c(NCc3ccccn3)ncnc21,9
CCOC(=O)c1cc(C)n(-c2ccc(OC)c(OC)c2)c1C,-11
N=c1ncn(CC(O)CO)c2nc(N3CCOCC3)[nH]c12 (stereo unspecified),-3
O=C1C(=O)N(CCN2CCOCC2)C(c2ccccn2)/C1=C(/O)c1ccc(F)cc1 (stereo unspecified),-9
CCC1C(C#N)=C(SC)NC2=C1C(=O)CC(C)(C)C2 (stereo unspecified),1
CC(C)c1nc2n[nH]c(N)c2c2c1CCC2,3
COc1ccccc1N1CCN(c2nc3ccccn3c(=O)c2C=O)CC1,-6
c1ccc(CN2CCN(C3=Nc4cccc5cccc3c45)CC2)cc1,25
C/C(=N\NC(=O)c1cccc(C)c1)c1ccc(N2CCOCC2)cc1,7
CC(=O)C1=C(O)C(=O)N(CCNCCO)C1c1ccccc1 (stereo unspecified),-8
CCOC(=O)CSc1nc(N)c(C#N)c(-c2ccc(OC)cc2)c1C#N,6
CCOC(=O)COn1c(=O)c(-c2ccco2)[n+]([O-])c2ccccc21,3
C=C(C)C(=O)Nc1cccc(C(C)=O)c1,0
O=C(Nc1nncs1)C1COc2ccccc2O1 (stereo unspecified),-7
CC(=O)c1cccc(NC(=O)N2CCCC2C(=O)Nc2cccc(C)c2)c1 (stereo unspecified),5
COC(=O)c1ccc(Oc2coc3cc(OCc4cnn(-c5ccccc5)c4)ccc3c2=O)cc1,-11
Cc1ccc2[nH]c3c(NCCN4CCOCC4)ncnc3c2c1,14
COc1ccc(-c2oc3ncnc(N)c3c2-c2ccccc2)cc1,2
O=C(O)C1CC(O)CN1S(=O)(=O)c1cccs1 (stereo unspecified),10
CC1CCCCN1C(=O)CSc1nc2cc3c(cc2c(=O)n1Cc1ccc2c(c1)OCO2)OCO3 (stereo unspecified),-4
CCOC(=O)c1ccc2c(c1)n(CCO)c(C)[n+]2CC,-11
CC1CC(C)(C)NC(=S)S1 (stereo unspecified),-2
Cc1cc(C)n2nc(CCc3ccccc3)nc2n1,5
Cc1ccc2[nH]c3c(N4CCOCC4)ncnc3c2c1,-5
NC(=O)c1sc2nc3c(c(-c4cccs4)c2c1N)CCCCC3,0
CCOC(=O)c1cnn(Cc2ccccc2Cl)c1N,1
COCCNC(=O)C(c1cccs1)N(C(=O)Cn1nnc2ccccc21)c1cccc(C)c1 (stereo unspecified),-2
COCCn1c(C)cc(C(=O)CSc2nnc(C)s2)c1C,-16
O=C(O)CC(SCc1ccc(C(=O)O)o1)C(=O)O (stereo unspecified),1
Nc1nc(C2CC(=O)OC23CCCCC3)cs1 (stereo unspecified),-8
COc1ccc(-c2nn(-c3ccccc3)cc2/C=C2/SC(=S)N(Cc3ccco3)C2=O)c(C)c1,-5
Cc1cc(S(=O)(=O)NCCN(C)C)c(C)s1,-3
COc1ccc(C(=O)C(OC(=O)c2ccc(C)c(NC(C)=O)c2)c2ccccc2)cc1 (stereo unspecified),-7
O=C(N/N=C/c1ccc([N+](=O)[O-])o1)c1cc(-c2cccc(Br)c2)nc2ccccc12,6
COc1cccc(-c2nnc(SCc3ccccn3)n2C)c1,0
CCOC(=O)c1[nH]c2cc3c(cc2c1NC(=O)CN1CC(C)CC(C)C1)OCO3 (stereo unspecified),3
COCCn1c(SCC(=O)N(C(C)C)C(C)C)nnc1-c1cc2ccccc2cc1O,5
CC(C)(C)c1cc(NC(=O)COC(=O)C2CC2)n(-c2ccccc2)n1,5
Cc1nn(-c2ccccc2)c(Cl)c1/C=C/C(=O)c1ccccc1,8
O=c1[nH]c2ccccc2c(=O)n1Cc1ccccc1,-3
COc1nc(C)nc(NC(=O)NS(=O)(=O)c2ccc(C)cc2)n1,-5

# The list continues:
SMILES,RAD54 branch
CCOC(=O)c1ccc(NS(=O)(=O)c2ccc3c(c2)CCCN3C(C)=O)cc1,-10
Cc1ccc(SCCNS(=O)(=O)c2ccc3c(c2)OCCO3)cc1,6
CCCc1nc(NCc2ccncc2)c2nnn(Cc3ccccc3F)c2n1,-4
Cc1noc(C)c1S(=O)(=O)N1CCCC(C(=O)NCC2CCCO2)C1 (stereo unspecified),-15
CCOC(=O)c1sc(NC(=O)Nc2ccc(Cl)cc2)cc1C,-3
Cc1cc(NC(=O)CCC(=O)N(CC2CCCO2)C(C(=O)NC2CCCC2)c2ccccc2C)no1 (stereo unspecified),4
COc1cccc(C(=O)Nc2ccc(F)c(F)c2F)c1,10
CCc1nc(Nc2ccccc2)c2oc3ccccc3c2n1,-4
O=C(c1ccc(Br)o1)N(Cc1ccccc1)c1ccccn1,5
COC(=O)c1ccc(C)c(NC(=O)CCSc2ccccc2)c1,5
CCN(CC)CCCN1C(=O)C(=O)/C(=C(/O)c2ccc(Cl)cc2)C1c1ccccn1 (stereo unspecified),0
N#Cc1nc(N)nc(N(c2ccccc2)c2ccccc2)n1,-3
CC1(C)CC(=O)C(CCC(=O)c2ccccc2)C(C)(C)N1 (stereo unspecified),-1
O=C(Nc1cccc([N+](=O)[O-])c1)c1ccc2nc(N3C(=O)CCC3=O)sc2c1,14
CCOC(=O)c1sc(N)c(C#N)c1COC(=O)CNC(=O)c1cc(OC)c(OC)c(OC)c1,-7
O=C(CCCCCn1c(SCC(=O)c2ccccc2)nc2ccccc2c1=O)NCc1ccco1,-1
Cc1[nH]n2c(=O)cc(-c3ccc([N+](=O)[O-])cc3)nc2c1-c1ccccc1,-4
CCOC(=O)N1CCN(C(=O)Nc2ccc(Cl)cc2Cl)CC1,10
O=C(NCCc1ccccc1)c1cccs1,-6
COc1cc(C(=O)OCC(=O)Nc2ccc(F)cc2F)cc(OC)c1OC,16
Cc1nc2ccccc2n1CCCOc1ccccc1,1
Cc1ccccc1NC(=O)c1cccc(N2C(=O)C3C4CCC(C4)C3C2=O)c1 (stereo unspecified),8
O=C(COc1ccc2oc3c(c2c1)CCCC3)Nc1ccccn1,7
Cc1ncc2c(c1OC(=O)c1ccccc1)COC(C)(C)OC2,0
CCc1ccc(-c2csc3ncn(CC(=O)N4CCOCC4)c(=O)c23)cc1,-2
COc1ccc(CN(C(=O)c2cc3ccccc3oc2=O)C2CCCC2)cc1,-1
Cc1cc(C)n2nc(NCc3ccccc3)nc2n1,6
COCCNC(=O)C(c1ccco1)N(Cc1ccc(OC)cc1)C(=O)Cn1nnc2ccccc21 (stereo unspecified),8
Nc1cc(OC(=O)c2cccs2)nn1S(=O)(=O)c1ccccc1,-3
CCOC(=O)CN(C(=O)CSc1nnc(CNc2ccc(F)cc2)n1CC)c1ccc(F)cc1,4
O/N=C/c1cc(Br)ccc1OCc1cccc(F)c1,8
Cc1nc2ncnn2c(C)c1Cc1c(Cl)cccc1Cl,-4
FC(F)Sc1ccc(NC(=S)NC2CCC(NC(=S)Nc3ccc(SC(F)F)cc3)CC2)cc1 (stereo unspecified),10
O=C(CCCn1c(=S)[nH]c2ccccc2c1=O)NC1CCCC1,3
Cc1nn(CC(=O)NCc2cccnc2)c(=O)c2ccccc12,-17
COc1cc2ccnc(C=O)c2cc1OC,3
O=S(=O)(Cc1ccccc1Cl)N1CCCCC1,2
Cc1ccccc1-c1nnc(-c2ccccc2C)o1,8
CN1/C(=C\C(=O)COC(=O)Cn2nnc(-c3ccccc3)n2)C(C)(C)c2ccccc21,-5
O=C(NCCc1ccccn1)C1CCCN(S(=O)(=O)Cc2ccccc2)C1 (stereo unspecified),2

# 4 entries from above, field by field.
SMILES: Cc1nn(CC(=O)NCc2cccnc2)c(=O)c2ccccc12
  RAD54 branch: -17

SMILES: COc1cc2ccnc(C=O)c2cc1OC
  RAD54 branch: 3

SMILES: O=S(=O)(Cc1ccccc1Cl)N1CCCCC1
  RAD54 branch: 2

SMILES: Cc1ccccc1-c1nnc(-c2ccccc2C)o1
  RAD54 branch: 8

# Returning to the listing with the six entries that preceded the break.
SMILES,RAD54 branch
Cc1nn(CC(=O)NCc2cccnc2)c(=O)c2ccccc12,-17
COc1cc2ccnc(C=O)c2cc1OC,3
O=S(=O)(Cc1ccccc1Cl)N1CCCCC1,2
Cc1ccccc1-c1nnc(-c2ccccc2C)o1,8
CN1/C(=C\C(=O)COC(=O)Cn2nnc(-c3ccccc3)n2)C(C)(C)c2ccccc21,-5
O=C(NCCc1ccccn1)C1CCCN(S(=O)(=O)Cc2ccccc2)C1 (stereo unspecified),2
COc1ccc(OC)c(NC(=O)CNC(=O)c2cccs2)c1,13
Cc1ccc(NC(=O)CCC(=O)OC(C(=O)c2ccc(C)c(C)c2)c2ccccc2)c(C)c1 (stereo unspecified),4
COc1ccccc1NC(=O)Cn1nc(-c2ccc(Cl)cc2)c2ccccc2c1=O,-11
COCCOC(=O)C1=C(C)N=C2SCCC(=O)N2C1c1cccc(Br)c1 (stereo unspecified),1
COc1ccccc1NC(=O)CN(c1ccc(C)cc1)S(=O)(=O)c1c(C)n[nH]c1C,-11
C=CCn1c(SCC(=O)N2CCOCC2)nc2sc3c(c2c1=O)CCCC3,2
C=CCN(C(=O)CNC(=O)c1ccco1)C(C(=O)NC1CCCCC1)c1ccccc1F (stereo unspecified),-3
CCOC(=O)CNc1nc(C#N)nc(N2CCOCC2)n1,-9
O=C(Cn1c(=O)sc2ccccc21)Nc1ccc(S(=O)(=O)N2CCCC2)cc1,-15
O=C(CCSc1nnc2ccc3ccccc3n12)Nc1ccc(F)cc1,2
CCn1nc(C(=O)Nc2ccc(S(=O)(=O)Nc3nccs3)cc2)c2ccccc2c1=O,-30
COc1ccc(CCNC(=O)CCNS(=O)(=O)c2ccc3c(c2)CCN3C(C)=O)cc1OC,-6
CCOc1cc(/C=N\NC(=O)Cn2nc([N+](=O)[O-])cc2C)ccc1OCc1cccc2ccccc12,-5
CCc1c(C)c2c(C)nn(-c3ccccc3)c2oc1=O,-12
CC(C)(C)Cc1nnc(NC(=O)c2cc(-c3ccccc3)nc3ccccc23)s1,5
CCOC(=O)CCn1nc(-c2ccccc2)cc1N,2
CCOc1ccc(-n2c(N)c(C(=O)NCC3CCCO3)sc2=S)cc1 (stereo unspecified),2
CC1CCCCC1NCC(=O)Nc1ccccc1-c1ccccc1 (stereo unspecified),-14
O=C(O)CCC(=O)N1CCN(c2nc(-c3ccccc3Cl)c3cc(Br)ccc3n2)CC1,0
CCn1c(CNc2ccc(Cl)cc2)nnc1SCc1ccccc1,-7
S=C(Nc1ccccc1)Nc1ccc(OCc2ccccc2)cc1,14
Cc1onc(-c2ccccc2)c1C(=O)NCC1CCN(C(=O)c2c(-c3ccccc3)noc2C)CC1,-6
O=C(NCCCNC(=O)c1ccco1)c1ccco1,3
COc1ccc(-c2csc(NC(=O)CC(C)C)n2)cc1,0
CN1C(=O)/C(=C2\SC(N)=NC2=O)c2ccccc21,-3
Cc1cc(C)nc(NS(=O)(=O)c2ccc(NC(=O)CCN3C(=O)c4ccccc4C3=O)cc2)n1,6
Cc1nc(NC(=O)CSc2nc3cccnc3n2Cc2ccccc2)sc1C,0
N=C1/C(=C/c2coc3ccccc3c2=O)C(=O)N=C2SC(c3ccco3)=NN12,-62
COC(=O)C1=CN(C)C=C(C(=O)OC)C1c1ccccc1Cl,4
Cc1cc(NC(=O)Cn2cc(C(F)(F)F)cc(Cl)c2=O)no1,-3
c1ccc(CSCCc2ccncc2)cc1,8
CCn1cc(/C=N\NC(=O)c2ccc3c(c2)c(C)c(C)n3Cc2ccccc2)c(C)n1,-4
Cc1ccc(-c2nn(C)c(=O)c3ccccc23)cc1CNC(=O)CSc1nc2ccccc2o1,-4
O=C(Nc1ccccc1C(F)(F)F)N1CCN(C(c2ccccc2)c2ccccc2)CC1,8
Cc1onc(-c2c(F)cccc2Cl)c1C(=O)OCC(=O)Nc1c(C)n(C)n(-c2ccccc2)c1=O,-18
CC(=O)c1c(C(C)=O)c(C)n(-c2ccc(N)c(C)c2)c1C,4
Cc1cc(C)c(NC(=O)OCCN2CCOCC2)c(C)c1,-4

# 2 of the compounds above, with tabs:
canonical_smiles	RAD54 branch
Cc1nc2ccccc2n1CCCOc1ccccc1	1
Cc1ccccc1NC(=O)c1cccc(N2C(=O)C3C4CCC(C4)C3C2=O)c1 (stereo unspecified)	8
